Rev-erbA mod = Rev-erb alpha (human) modulation. 0.79% of 370,000 active. P20393. Rev-erbα–FITC-DNA binding, fluorescence polarization, 90 min. activity, % at 10 µM;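 active = activity above about 14%, limit read from the data; passing the limit was not always enough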;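 also: 0% = DMSO wells with 35 nM protein and 100% = DMSO wells with 750 nM protein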
hgDAF-12 ag = agonists of H. glycines DAF-12 nuclear receptor; HEK293 GAL4-hgDAF12 UAS-luciferase reporter, agonist luminescence; normalized to butyrate control; activation, % at 6.8 µM; 1.8% of 370,000 active;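 active = activation above a cutoff set at the mean of all screened compounds plus 3 SD, cut at about 10% in these data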;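 also: 0% = DMSO wells and 100% = sodium butyrate wells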
FXN GAA850 act = frataxin GAA850 promoter activation; HEK293 lucGAA850 FXN promoter luciferase reporter, 24 h; percent of 10 µM SAHA response; activation, % at 6 µM; 0.56% of 360,000 active; AID 540364;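 active = activation above the average of all compounds screened plus 3 SD, cutoff fixed separately per campaign, cut at about 7.5% in these data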;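 also: 0% = DMSO wells and 100% = 10 µM SAHA wells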
DAX1 inh-1 = blocks DAX1 repression of SF-1 activated StAR promoter; AID 652010; HEK293T StAR-luciferase reporter, SF-1/DAX-1 repression relief; 1.1% of 370,000 active; inhibition, % at 6.8 µM;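 active = inhibition above the mean over all tested compounds plus 3 SD, cut at about 3.6% in these data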;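 also: 0% = DAX-1 cells with DMSO and 100% = cells lacking DAX-1 with DMSO; higher inhibition means more luminescence from relief of DAX-1 repression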
ssDAF12 agonist = S. stercoralis DAF-12 activation, primary screen; HEK293 ssDAF-12/GRIP1 lit1-tk-luc reporter, luminescence; % of 3 µM dafachronic acid response; activation, % at 6.8 µM; 1% of 370,000 active; AID 652126;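 active = activation above the mean over all tested compounds plus 3 SD, cut at about 0.9% in these data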;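 also: 0% = DMSO-only wells and 100% = 3 µM delta7-dafachronic acid wells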
PLC-beta3 inh = PLC-beta3 (human) inhibition, primary screen. AID 720704. inhibition, % at 12.2 µM. 0.18% of 370,000 active. Purified PLC-beta3, fluorogenic substrate, fluorescence; in the data active = inhibition above about 11%;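 also: 0% = median of compound wells on plate and 100% = full blocker control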
SMARCA2 act = activators of SMARCA2 function. AID 652017. activation, % at 9.1 µM. 1% of 370,000 active. MG213 cells, MMTV-luciferase reporter, dexamethasone, overnight; in the data active = activation above about 7.8%;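 also: 0% = vehicle wells and 100% = reference activator wells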
hcDAF-12 act = activators of H. contortus DAF-12 nuclear receptor. 1.4% of 370,000 active. activation, % at 6.8 µM. HEK293 hcDAF-12 lit1-tk-luc reporter, luminescence; 0% DMSO, 100% Δ7-dafachronic acid;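 active = activation above the mean of all tested compounds plus 3 SD, cut at about 5.5% in these data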;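 also: 100% = response to 3 µM Δ7-dafachronic acid high control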
DAX1 inh-2 = NR0B1 (DAX1) inhibition | inhibition, % at 6.75 µM | P51843 | 0.99% of 340,000 active | AID 504766 | HEK293 Gal4-DAX1 luciferase reporter, luminescence;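 active = inhibition above the mean over all tested compounds plus 3 SD, cut at about 4.2% in these data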;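 also: 0% = DAX1-transfected cells with DMSO and 100% = empty-vector control cells with DMSO; inhibition shows as a rise in luminescence from relieved DAX1 repression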
Target sequence (P51843 207-470 limits assumed): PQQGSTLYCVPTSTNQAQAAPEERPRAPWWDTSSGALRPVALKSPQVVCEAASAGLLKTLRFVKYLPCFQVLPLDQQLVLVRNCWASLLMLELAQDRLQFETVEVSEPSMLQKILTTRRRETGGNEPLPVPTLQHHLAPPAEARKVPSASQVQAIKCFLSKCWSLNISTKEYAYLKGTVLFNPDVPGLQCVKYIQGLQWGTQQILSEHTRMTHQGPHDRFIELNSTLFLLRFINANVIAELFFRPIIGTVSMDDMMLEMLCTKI
PG9 binder = PG9 antibody binding by small molecule; 0.43% of 360,000 active; TR-FRET gp120-PG9 antibody binding; inhibition, % at 6.7 µM; AID 624416; in the data active = inhibition above about 8.5%
HGIII-sPLA2 inh = Inhibits HGIII-sPLA2 liposome hydrolysis, primary screen | Q9NZ20 | QFRET BODIPY PC-A2 liposome hydrolysis, fluorescence | inhibition, % at 12.2 µM | 0.56% of 370,000 active;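 active = inhibition above mean plus 3 SD of compounds lying within the high and low control bounds, cut at about 19% in these data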;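 also: 0% = median of test compound wells and 100% = no enzyme DMSO wells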
Target sequence (Q9NZ20 whole entry, looked up): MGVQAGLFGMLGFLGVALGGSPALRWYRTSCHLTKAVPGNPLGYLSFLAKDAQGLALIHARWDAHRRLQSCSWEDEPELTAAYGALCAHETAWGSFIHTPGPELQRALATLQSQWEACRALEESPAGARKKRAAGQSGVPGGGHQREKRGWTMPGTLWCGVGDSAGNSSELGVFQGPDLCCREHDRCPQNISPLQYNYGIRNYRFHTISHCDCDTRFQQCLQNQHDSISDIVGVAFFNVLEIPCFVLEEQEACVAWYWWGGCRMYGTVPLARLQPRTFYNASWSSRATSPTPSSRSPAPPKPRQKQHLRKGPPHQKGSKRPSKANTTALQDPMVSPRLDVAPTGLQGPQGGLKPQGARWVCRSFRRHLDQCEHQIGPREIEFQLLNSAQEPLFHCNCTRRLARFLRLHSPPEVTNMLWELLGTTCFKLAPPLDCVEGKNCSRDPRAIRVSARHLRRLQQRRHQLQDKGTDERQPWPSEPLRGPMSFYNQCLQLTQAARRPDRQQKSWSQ
An asterisk follows results filed as active; i = inactive; nt = not tested or not shown.

SMILES	Rev-erbA mod	hgDAF-12 ag	FXN GAA850 act	DAX1 inh-1	ssDAF12 agonist	PLC-beta3 inh	SMARCA2 act	hcDAF-12 act	DAX1 inh-2	PG9 binder	HGIII-sPLA2 inh
CC1=C(C(=O)N(C(C)C)C(C)C)CC(CC(=O)NCc2cccc3ccccc23)C(=O)N1Cc1ccccc1 (centres undefined)	3	-0.2	nt	-1.2	-1.5	-2	-5	-1.4	nt	-0.2	-7
O=C1CCC[C@@H]2Cc3nc4cc5c(cc4cc3[C@@H]3CCN1[C@H]23)OCO5	-6	4.7	3.6	0.0	-1.1	-16	4	0.4	6.1*	1.7	6
Cc1cc(NC(=O)c2cnn3c(C(F)F)cc(C4CC4)nc23)no1	7	-0.1	1.6	-0.3	-1.7	-2	1	-1.1	-1.1	-3.1	1
CC(C)c1ccc(OCC(=O)N2CCCCCC2)c(Br)c1	-2	11*	7.8*	0.7	-1.5	-5	3	2.2	1.0	-1.2	18
CN1CCN(C(=S)Nc2cccc(Cl)c2)CC1	-3	-3.7	1.3	-0.4	-0.2	3	0	-2.4	0.1	-1.5	5
CCOc1ccccc1NC(=O)CSCC(=O)Nc1ccccc1	2	-1.4	0.9	-0.6	-1.9	1	-5	0.3	0.2	-0.7	-3
CCCc1cc(=O)oc2c(CN(CC)CC)c(O)c(Cl)cc12	1	-2.7	3.4	0.2	-1.7	i	9.4*	-0.8	1.9	-0.3	3
O=C(Nc1ccccc1)NC1(C(=O)NCc2ccc3c(c2)OCO3)CCCCC1	-4	-1.2	-2.9	-0.7	-1.4	-1	-2	0.1	0.3	0.2	3
CCN(CC)CCOc1ccc2c(c1)C(=NNC(=O)c1ccccn1)c1cc(OCCN(CC)CC)ccc1-2	-1	0.9	1.9	0.6	-1.2	6	3	-0.5	0.4	-3.7	-27
Cc1nc(Cc2nnc(SCC(=O)Nc3c(C)cccc3C)o2)cs1	4	2.4	3.5	0.3	-0.3	-7	-1	-0.8	0.4	-0.5	1
Cc1ccc(NC(=O)c2ccc(CSc3nnc(C)s3)cc2)cc1	2	16*	3.1	1.8	-0.2	-1	3	3.8	3.4	-0.2	-7
COc1cc(-c2nnc(-c3ccncc3)o2)ccc1OCc1ccccc1	-3	-1.9	1.9	0.4	-1.0	-13	-3	-1.2	-0.9	-0.7	1
COc1ccc(/C=N/NC(=O)CCOc2ccccc2C)cc1OC	0	1.4	2.0	0.5	-1.6	2	1	-1.6	-0.5	-3.4	0
COc1ccc([C@H]2/C=C\CN(C(=O)c3ccc(C)cc3)[C@@H](C)C(=O)N2Cc2ccc(F)cc2)cc1	3	-0.1	-1.0	-0.8	-1.3	2	-1	-1.4	-2.2	1.4	-7
COc1cc(NC(=O)Nc2cccc3cccnc23)cc(OC)c1OC	0	-1.4	2.2	-0.8	-1.5	2	-4	-3.5	-0.8	-1.1	-8
CN(C)CCCNc1nc2sc3c(c2c(=O)n1CCc1ccccc1)CCCCC3	4	-1.5	2.8	0.2	-1.3	-6	10*	-0.7	1.4	-1.8	-10
CCCCc1c(C)nc2c(OC)cccc2c1SCCC(=O)O	1	-0.2	2.2	0.1	-0.8	-69	0	0.7	0.6	0.5	-1
CC12CCC(C(=O)N(CC(O)CN3CCN(Cc4ccccc4)CC3)C1=O)C2(C)C (centres undefined)	8	-2.0	-1.2	-0.5	-1.1	-2	-3	-1.7	nt	-1.9	-4
C#CCNC(=O)C[C@@H]1C[C@@]2(C(=O)OCC)CCC=C2N(Cc2cccc3ccccc23)C1=O	-2	0.9	nt	-0.7	-0.6	6	3	-2.4	nt	0.4	-5
CCOc1ccccc1-n1c(CNc2ccc(F)cc2)nnc1SCC(=O)NCc1ccco1	2	-4.0	-3.2	0.2	-1.5	4	1	-1.0	0.0	-0.1	-11
S=c1[nH]cc(Oc2ccc(Cl)cc2Cl)c(=S)[nH]1	4	-0.4	0.0	2.6	-1.0	-7	-1	0.8	nt	3.6	18
O=C(NCCN1CCOCC1)c1ccccc1-c1ccccc1	2	-1.9	0.4	0.0	-0.8	-1	-3	-1.4	0.9	1.6	8
COCCNC(=O)c1ccccc1NC(=O)CN(c1ccc2c(c1)OCO2)S(C)(=O)=O	7	-0.1	2.6	0.1	-0.6	-1	-1	0.0	-0.5	-0.2	-3
Cc1cc(C)cc(C(=O)NC(=S)Nc2ccc(-c3cc4ccccc4oc3=O)cc2)c1	70*	-12	-12	-1.6	-2.6	-16	-7	-6.1	-3.2	1.2	14
CC(C)(O)[C@@H]1CC(=O)[C@]2(C)[C@H](CC[C@@]3(C)[C@H](c4ccoc4)OC(=O)[C@H]4O[C@]432)[C@@]1(C)/C=C\C(=O)O	-4	0.9	-1.0	0.3	-1.2	3	0	2.4	0.6	0.5	-8
Cc1cccc(CNC(=O)C2CCC(=O)N(C3CCCCCC3)C2)c1 (centres undefined)	4	-0.3	1.2	-0.1	-1.6	-4	2	-2.8	0.2	-1.2	-2
COc1ccccc1C(=O)NC(=S)Nc1ccc(NC(=O)c2ccco2)cc1	-5	-3.7	-2.4	-0.1	-0.9	1	-3	-0.4	-0.7	2.1	5
Cc1ccccc1C1CCC2(CC1)CCN(CC[C@@H](O)c1ccccc1)C2=O (some centres undefined)	-4	2.4	nt	nt	-1.8	4	nt	-0.8	nt	nt	-10
C=CCN1C(=O)C(CC(=O)O)SC1=Nc1ccc(N=Nc2ccccc2)cc1 (centres undefined)	0	0.5	1.8	0.4	-0.4	-4	1	0.5	0.6	-0.4	-23
COC(=O)/C(N=Nc1c(C)n(C)n(-c2ccccc2)c1=O)=C(\C)O	-6	0.4	0.1	-0.6	-0.8	3	-4	1.0	0.0	-1.5	19
CCOC(=O)[C@H]1[C@H]2COc3ccc(C)cc3[C@@H]2N2C(=O)c3ccc(C)cc3NC(=O)[C@@]12C	-2	1.6	-3.4	0.3	-0.8	-2	1	0.0	1.3	-1.4	9
O=C(NCC1CCCO1)c1cccc(NS(=O)(=O)c2ccccc2)c1 (centres undefined)	4	0.8	0.5	-0.9	-0.8	-7	0	-0.3	0.6	-0.1	1
CN(Cc1ccc(Cl)cc1)C(=O)c1[nH]c(C(F)(F)F)nc1-c1ccccc1	1	-2.0	nt	0.3	-1.4	-3	0	-2.4	nt	1.5	-6
N#Cc1ccccc1NC(=S)Nc1ccc(F)cc1	0	-1.6	1.5	-0.7	-1.4	-1	0	-0.8	-0.6	-2.4	7
NS(=O)(=O)c1ccc(NC(=O)COC(=O)c2cn(-c3ccccc3)nc2-c2ccc(F)cc2)cc1	4	-1.8	1.9	-0.9	-0.6	-1	-2	-3.1	-1.0	9.0*	-2
CC1(C)C(=O)Nc2ccccc2N1C(=O)COC(=O)Cc1ccc(Cl)c(Cl)c1	-5	-1.2	0.5	1.0	-0.6	-8	-2	-2.1	2.4	-0.4	-6
CC1CCN(C(=O)C2CCCN(c3ncnc4c3nc3n4CCCCC3)C2)CC1 (centres undefined)	-4	-2.0	0.5	-6.1	-1.6	1	0	-2.8	-0.5	-2.3	0
Cc1nc2ccccc2c(=O)n1/N=C/c1cc(Br)ccc1O	0	-1.4	-0.9	1.0	-0.7	-2	-1	0.1	-0.8	0.4	1
COc1cc(Br)c(Br)c(Br)c1N	3	-3.0	0.3	-0.5	-0.6	-6	-1	-1.1	1.2	-1.4	2
COc1cccc(C(=O)NC(=S)Nc2ccc3c4c(cccc24)CC3)c1	6	1.1	2.3	0.8	-0.5	-68	-3	-0.7	0.0	-2.4	6
CCOc1ccc2nc(-c3ccccc3)[nH]c2c1	-7	12*	-4.5	-0.4	-0.1	-114	3	5.2	-2.3	-0.6	-4
c1ccc(COc2ccc(-c3cc4nc(NCCN5CCOCC5)ccn4n3)cc2)cc1	-2	2.6	-2.8	-3.6	-1.6	-127	0	-0.7	nt	-1.4	-32
COC(=O)c1c[nH]n2c(=O)cc(C)nc12	0	-1.2	2.8	-0.5	-1.8	1	0	-1.9	0.9	-0.5	2
CCc1sc(NS(C)(=O)=O)nc1-c1ccccc1	1	0.2	-1.6	-0.2	-1.1	-3	1	-0.5	0.0	-2.2	1
Cc1ccc(CN2C(=O)CCC2C(=O)NCCN2CCOCC2)cc1 (centres undefined)	0	0.9	-2.6	-0.2	-1.1	8	1	-1.4	0.4	0.8	6
CCn1c(/C=C/c2ccc(O)cc2)nc2ccccc2c1=O	6	-1.0	1.8	-1.3	-1.9	-340	1	-4.0	-0.6	-0.7	-17
CCN(CC)C(=O)CC(c1cc(OC)c(OC)c(OC)c1)c1c(OC)cc(OC)c2c(-c3ccccc3)cc(=O)oc12 (centres undefined)	-27	-3.1	2.8	-0.8	-1.4	-21	0	-0.1	1.3	-1.4	-22
Cc1ccccc1C(=O)NC(=S)Nc1ccc(N2CCOCC2)cc1	0	3.7	2.0	-0.6	-1.8	-2	2	-0.9	0.8	-2.2	1
Cc1nc2ccccn2c1-c1ccnc(=S)[nH]1	2	3.5	-0.1	0.5	-1.9	-32	-4	-0.9	0.2	-0.3	11
CCS(=O)(=O)Nc1cccc(C2=NN(S(=O)(=O)CC)C(c3cccs3)C2)c1 (centres undefined)	3	-1.3	0.6	-0.8	-1.4	-8	-1	-0.7	0.5	-1.4	-8

Next part:
SMILES	Rev-erbA mod	hgDAF-12 ag	FXN GAA850 act	DAX1 inh-1	ssDAF12 agonist	PLC-beta3 inh	SMARCA2 act	hcDAF-12 act	DAX1 inh-2	PG9 binder	HGIII-sPLA2 inh
CC(C)CCN1CCN=C1Nc1ccccc1	5	0.1	-0.7	0.1	-0.8	5	2	-2.8	1.3	-2.8	4
CCOc1cc(/C=N/NC(=O)c2cc(C)n(-c3ccc(F)cc3)c2C)ccc1O	2	2.0	-1.4	-0.2	-1.2	-41	-3	-1.5	-1.1	0.2	-12
Cc1nnsc1C(=O)NCc1c(F)cccc1Cl	-1	1.1	1.6	0.3	-0.3	-3	1	3.1	1.5	-0.3	-2
Cc1ccc(Oc2ccccc2)c(NC=O)c1	2	-0.1	6.2	-0.6	-1.6	2	-4	-0.8	-0.8	1.8	3
O=C(Nc1cccc2ccccc12)N1N=CCC1c1ccccc1 (centres undefined)	3	6.8	3.6	1.1	-0.1	-10	0	1.2	nt	-0.3	-6
Cc1noc(C)c1S(=O)(=O)Nc1ccc(C(=O)N2CCN(c3cccc(Cl)c3)CC2)cc1	7	-1.7	-1.8	0.4	-1.6	0	5	-2.0	0.4	0.2	-41
CC(=O)Nc1ccc(N(C(=O)c2cnccn2)C(C(=O)NC2CCCCC2)c2ccc(O)cc2)cc1 (centres undefined)	5	4.6	4.2	-0.1	-0.5	-2	-1	-0.5	0.8	0.1	-8

Complete entries as entered above.
Entry for `CC1CCN(C(=O)C2CCCN(c3ncnc4c3nc3n4CCCCC3)C2)CC1` (centres undefined) = Rev-erbA mod: -4; hgDAF-12 ag: -2.0; FXN GAA850 act: 0.5; DAX1 inh-1: -6.1; ssDAF12 agonist: -1.6; PLC-beta3 inh: 1; SMARCA2 act: 0; hcDAF-12 act: -2.8; DAX1 inh-2: -0.5; PG9 binder: -2.3; HGIII-sPLA2 inh: 0
Entry for `CCN(CC)C(=O)CC(c1cc(OC)c(OC)c(OC)c1)c1c(OC)cc(OC)c2c(-c3ccccc3)cc(=O)oc12` (centres undefined) = Rev-erbA mod: -27; hgDAF-12 ag: -3.1; FXN GAA850 act: 2.8; DAX1 inh-1: -0.8; ssDAF12 agonist: -1.4; PLC-beta3 inh: -21; SMARCA2 act: 0; hcDAF-12 act: -0.1; DAX1 inh-2: 1.3; PG9 binder: -1.4; HGIII-sPLA2 inh: -22

Screening results as filed in PubChem.
